AGP1-GFP MLPCN: alters AGP1-GFP fluorescence in TOR pathway yeast screen; S. cerevisiae AGP1-GFP multiplex flow cytometry, 3 h; GFP as percent of DMSO wells; GFP response vs DMSO, % at 10 µM; 320,000 tested, 0.02% active; AID 2066;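 active = GFP response relative to DMSO above a set limit, near screen average plus 3 SD, cut at about 150% in these data; inconclusive = fewer than 70 cells counted for the yeast strain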;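 note: median GFP channel fluorescence of the gated AGP1 strain per well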
MEP2-GFP yeast: alters MEP2-GFP fluorescence in TOR pathway yeast screen. S. cerevisiae MEP2-GFP strain, flow cytometry GFP, 3 h; 100% = DMSO control level. GFP response vs DMSO, % at 10 µM. 330,000 tested, 0.51% active;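 active = GFP response versus DMSO above a set limit, roughly screen mean plus 3 SD, cut at about 180% in these data; inconclusive = fewer than 70 cells counted for a yeast strain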;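 note: median GFP fluorescence of the barcode-gated MEP2-GFP cells per well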
proCasp3 act: activators of human procaspase-3; P42574; recombinant procaspase-3 D3A, Ac-DEVD-pNA absorbance 405 nm; activation, % at 8.5 µM; 330,000 tested, 0.11% active;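 active = activation above the mean of all tested compounds plus 3 SD, cut at about 21% in these data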;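 note: 0% = DMSO alone and 100% = DMSO wells spiked with extra 5 µM PC-3 D3A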
Target sequence (P42574 whole entry D9A/D28A/D175A): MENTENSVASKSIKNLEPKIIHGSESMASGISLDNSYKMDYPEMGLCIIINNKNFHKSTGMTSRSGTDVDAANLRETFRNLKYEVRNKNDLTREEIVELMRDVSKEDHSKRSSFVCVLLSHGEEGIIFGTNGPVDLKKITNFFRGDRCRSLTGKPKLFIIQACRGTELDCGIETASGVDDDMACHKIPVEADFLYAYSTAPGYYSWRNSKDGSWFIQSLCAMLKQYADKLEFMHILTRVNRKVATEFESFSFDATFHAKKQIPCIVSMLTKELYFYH
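Assay system – Procaspase-3 D3A mutant, all three cleavage aspartates alanine · Controls – DMSO-only low control, 5 µM PC-3 D3A high control · Schedule – 1 h compound preincubation, 2 h substrate hydrolysis at 25 °C · Signal – 405 nm absorbance of p-nitroaniline, reads at 0 and 120 min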
AHR act: activates the human aryl hydrocarbon receptor; P35869; AHR-responsive luciferase reporter cells, luminescence; activation, % at 5 µM; 320,000 tested, 2.5% active; AID 2796; in the data active = activation above about 47%;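 note: 0% = vehicle wells and 100% = reference agonist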
Target sequence (P35869 whole entry, looked up): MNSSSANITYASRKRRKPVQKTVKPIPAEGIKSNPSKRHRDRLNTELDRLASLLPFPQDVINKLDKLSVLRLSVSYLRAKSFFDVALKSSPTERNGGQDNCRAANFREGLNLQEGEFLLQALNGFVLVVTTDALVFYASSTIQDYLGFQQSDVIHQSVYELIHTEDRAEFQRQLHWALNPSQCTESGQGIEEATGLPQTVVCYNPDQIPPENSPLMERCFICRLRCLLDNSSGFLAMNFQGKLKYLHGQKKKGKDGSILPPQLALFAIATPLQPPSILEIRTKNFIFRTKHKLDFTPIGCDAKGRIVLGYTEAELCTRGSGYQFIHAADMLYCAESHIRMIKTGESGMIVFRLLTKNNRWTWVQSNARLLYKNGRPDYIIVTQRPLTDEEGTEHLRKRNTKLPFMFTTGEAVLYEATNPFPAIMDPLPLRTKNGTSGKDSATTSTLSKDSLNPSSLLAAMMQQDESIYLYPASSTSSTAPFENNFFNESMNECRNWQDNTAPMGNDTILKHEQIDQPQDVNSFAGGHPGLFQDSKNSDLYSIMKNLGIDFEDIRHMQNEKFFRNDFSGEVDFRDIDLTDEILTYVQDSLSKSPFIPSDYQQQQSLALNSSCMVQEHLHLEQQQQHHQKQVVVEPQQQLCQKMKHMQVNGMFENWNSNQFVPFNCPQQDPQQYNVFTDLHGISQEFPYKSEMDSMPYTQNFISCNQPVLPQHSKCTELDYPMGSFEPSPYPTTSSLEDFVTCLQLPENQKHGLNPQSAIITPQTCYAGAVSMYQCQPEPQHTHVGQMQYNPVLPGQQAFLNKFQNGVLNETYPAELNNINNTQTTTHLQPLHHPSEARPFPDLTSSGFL
proCasp7 act: counter-screen for procaspase-3 activators: activators of human procaspase-7; recombinant procaspase-7, Ac-DEVD-pNA absorbance 405 nm; D23A/D198A/D206A triple mutant, cannot self-cleave; scale: DMSO 0, 5 µM enzyme 100; AID 463210; 330,000 tested, 0.093% active; activation, % at 8.5 µM;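 active = percent activation above the screen-wide mean plus 3 SD, cut at about 25% in these data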
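signal = Epi-absorbance of released pNA at 405 nm, two timepoints | assay system = Uncleavable procaspase-7 mutant enzyme | reagent = Ac-DEVD-pNA substrate, 400 µM as added | times = 1 h enzyme–compound preincubation and 2 h substrate reaction, both 25 °C | benchmarks = low DMSO alone, high DMSO plus 5 µM PC-7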
RPL19A TOR yeast: modulators of TOR pathway RPL19A-GFP in S. cerevisiae; S. cerevisiae RPL19A-GFP strain, flow cytometry, 3 h; active compounds read low; percent response vs DMSO, % at 10 µM; 330,000 tested, 0.3% active; AID 2025;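 active = percent response vs DMSO below 50%; inconclusive = fewer than 70 events counted for the yeast strain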;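 note: median channel GFP fluorescence of the barcoded RPL19A-GFP strain; ratio of sample median GFP to plate DMSO average so 100% = DMSO; lower means less RPL19A-GFP as with rapamycin TOR inhibition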
CIT2 TOR yeast: alters CIT2-GFP fluorescence in TOR pathway yeast screen; S. cerevisiae CIT2-GFP strain, flow cytometry, 3 h; 100 means same as DMSO wells; GFP response vs DMSO, % at 10 µM; 320,000 tested, 0.065% active; AID 2029;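 active = GFP response relative to DMSO above a set limit, near the screen mean plus 3 SD, cut at about 150% in these data; inconclusive = Fewer than 70 cells measured for a yeast strain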;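 note: ratio of well median GFP fluorescence to mean of DMSO wells on the plate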
LAP4-GFP MLPCN: yeast TOR pathway LAP4-GFP modulation; GFP response vs DMSO, % at 10 µM; S. cerevisiae LAP4-GFP multiplex, flow cytometry GFP, 3 h; median GFP as percent of DMSO wells; 320,000 tested, 0.34% active;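 active = GFP response vs DMSO above a set limit, about the screen mean plus 3 SD, cut at about 150% in these data; inconclusive = under 70 cell events counted for the yeast strain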
Starred values were filed as active, the others as inactive; u = inconclusive; x = no result given; [ ] = another dose, or the depositor's remark. An unsorted share of the library; overall some 3.5% were active at least once.

SMILES	AGP1-GFP MLPCN	MEP2-GFP yeast	proCasp3 act	AHR act	proCasp7 act	RPL19A TOR yeast	CIT2 TOR yeast	LAP4-GFP MLPCN
COc1ccc2c(c1)cc(C(O)c1ccccn1)n2S(=O)(=O)c1ccccc1 (configuration not stated)	100	106	-3	4	1	98	100	95
COc1ccc(C(=O)NC(=S)Nc2nnn(C)n2)cc1	101	98	9	2	-8	110	103	101
COc1ccccc1C1C(C(N)=O)=C(C)Nc2nc(-c3ccccc3Cl)nn21 (configuration not stated)	108	102	3	-1	-4	102	103	98
Cc1cc(=O)n2c(c1C#N)SC1CCCCC12O (configuration not stated)	97	100	0	-3	-3	97	98	104
NNC(=O)CN1CCN(c2ncc(C(F)(F)F)cc2Cl)CC1	101	105	6	2	-4	97	x	101
Cc1ccc(CN2CCN(/N=C/c3ccc(C)s3)CC2)cc1	104	90	0	0	4	109	98	84
O=C(c1cc2ccccc2o1)N1CCN(C/C=C/c2ccccc2)CC1	98	105	-3	-1	5	100	96	98
COc1ccc(N2CCN(Cc3nc4sc(C)c(C)c4c(=O)[nH]3)CC2)cc1	102	103	3	1	-7	99	95	99
O=C(O)c1ccc(O)cc1O	111	104	0	-2	5	105	91	111
Cc1ccc(C2=NS(=O)(=O)N(C)C(C(=O)NCc3ccccc3)=C2)cc1	116	98	9	1	1	102	117	114
CCc1ccc(NC(=O)N(CCCN2CCOCC2)C(C)c2cc3cccc(OC)c3o2)cc1 (configuration not stated)	110	107	10	5	1	104	109	98
Cc1cc(=O)oc2c3c(cc(OCC(=O)NCC(=O)O)c12)OC(C)(C)CC3	108	100	4	-1	2	103	109	107

Compound profiles, from the list above:
`O=C(c1cc2ccccc2o1)N1CCN(C/C=C/c2ccccc2)CC1` is listed with AGP1-GFP MLPCN: 98; MEP2-GFP yeast: 105; proCasp3 act: -3; AHR act: -1; proCasp7 act: 5; RPL19A TOR yeast: 100; CIT2 TOR yeast: 96; LAP4-GFP MLPCN: 98
`Cc1ccc(C2=NS(=O)(=O)N(C)C(C(=O)NCc3ccccc3)=C2)cc1` is listed with AGP1-GFP MLPCN: 116; MEP2-GFP yeast: 98; proCasp3 act: 9; AHR act: 1; proCasp7 act: 1; RPL19A TOR yeast: 102; CIT2 TOR yeast: 117; LAP4-GFP MLPCN: 114

Remaining list, next part
SMILES	AGP1-GFP MLPCN	MEP2-GFP yeast	proCasp3 act	AHR act	proCasp7 act	RPL19A TOR yeast	CIT2 TOR yeast	LAP4-GFP MLPCN
O=C(O)CCN=Cc1c(O)c2ccccc2oc1=O	103	97	-5	2	-6	98	108	106
CNC(=O)COC(=O)CCC(=O)c1ccc(Cl)cc1	87	86	-9	0	5	86	88	91
COc1ccc(-c2cc3ccccc3n2CC(O)CN2CCC(C)CC2)cc1 (configuration not stated)	103	103	-4	3	-3	98	102	103
CC(NC(=O)C(=O)N1CCCCC1)C(c1cccs1)N1CCN(c2ccc(F)cc2)CC1 (configuration not stated)	93	105	2	-2	8	99	101	88
COC(=O)[C@H](Cc1ccccc1)NC(=O)N1CCN(c2ccc(F)cc2)CC1	109	100	-2	-5	4	99	94	107
Cc1ccccc1Nc1ccc([N+](=O)[O-])cn1	99	113	x	x	x	107	109	93
CCOc1ccc(NC(=O)CC2S/C(=N/N=C3CCCCCC3)NC2=O)cc1 (configuration not stated)	103	120	-1	3	3	103	104	97
COc1ccc(C=NNC(=O)c2cc(C)oc2C)cc1O	96	93	-1	2	-6	99	95	88
CCOc1cc(CO)ccc1OCC(=O)N1CCCCC1	x	103	-6	1	-3	105	101	105
COc1cccc(C(C(=O)NC2CCCC2)N(C(=O)c2ccco2)c2ccccc2)c1OC (configuration not stated)	94	103	3	-4	0	98	89	83
Cc1ccc(OCCC(=O)OCC(=O)Nc2ccc(C)cc2Cl)cc1	91	93	3	-1	-6	91	94	96
NNc1nc2c(-c3cccc(C(F)(F)F)c3)nnn2c2ccccc12	21[may fluoresce violet]	400*[may fluoresce violet]	x	x	x	48*[may fluoresce violet]	u	122[may fluoresce violet]
CCCc1cc(=O)[nH]c(SC(C)C(=O)N2c3ccccc3CC2C)n1 (configuration not stated)	109	110	-1	3	-2	104	103	111
CC(C)NC(=O)C1(c2ccccc2)CC1(Cl)Cl (configuration not stated)	103	106	4	-1	4	108	102	115
Cc1ccc(C(=O)N2CCN(c3cccc(C)c3C)CC2)cc1S(=O)(=O)N1CCOCC1	89	92	8	-1	1	92	97	89
COc1ccc([C@H]2CC(=O)C=C(c3ccc(C)cc3)C2)cc1OC	92	90	4	0	8	93	92	101
CNc1ccc2nnc(C(F)(F)C(F)(F)C(F)(F)F)n2n1	88	92	-10	-1	9	88	91	86
Cc1cc(C)c(C(=O)C(C)OC(=O)Cn2cnc3c2c(=O)n(C)c(=O)n3C)cc1C (configuration not stated)	105	109	1	-1	-1	102	97	102
COc1ccc([C@H]2C=C(C(=O)O)O[C@@H](OCCCCO)C2)cc1	93	102	4	3	1	93	93	93
O=C(Cn1c(CC(=O)N2CCOCC2)nc2ccccc21)Nc1ccc2c(c1)OC(F)(F)O2	104	96	8	7	10	104	101	101
CS(=O)(=O)N1CCc2cc(C(=O)N3CCN(c4ccccc4)CC3)ccc21	101	104	2	-3	-5	100	x	106
Cc1ccc2oc(-c3ccc(NC(=O)c4ccc5c(c4)OCO5)cc3)nc2c1	105	102	12	2	-6	99	108	104
CCN(CC)S(=O)(=O)c1ccc(Cl)c(C(=O)NCC2CCCO2)c1 (configuration not stated)	99	107	5	3	-3	96	100	103
O=C1CCC(N2C(=O)c3ccccc3C2=O)C(=O)N1 (configuration not stated)	95	95	4	3	-4	100	92	95
COc1ccc([C@H]2CC(=O)C=C(c3cccc(Cl)c3O)C2)cc1OC	99	101	-6	0	-2	101	97	112
COC(=O)c1ccccc1NC(=O)COc1ccc2c(c1)OCO2	92	100	-6	20	4	104	92	84
CCN/N=C(\Cc1nc2ccccc2[nH]1)c1ccccc1	86	103	-3	19	-4	96	66	106
CC(C)CN(C(=O)COC(=O)c1ccc(Br)cc1)c1c(N)n(Cc2ccccc2)c(=O)[nH]c1=O	92	90	12	2	6	84	92	94
COc1ccc(N2C(=O)C(Cl)=C(Nc3c(C)n(C)n(-c4ccccc4)c3=O)C2=O)cc1	91	99	-11	2	-9	94	95	142
NC(=O)N/N=C(/CCCCCC/C(=N\NC(N)=O)c1ccccc1)c1ccccc1	105	101	5	1	2	97	105	106
CC(C)[C@H](NC(=O)c1ccccc1Cl)C(=O)OCC(=O)N1CCCCC1	96	91	5	1	2	100	107	84
Fc1ccc(NC(=S)NCc2ccc3c(c2)OCO3)cc1	104	107	5	-1	-7	106	110	82
CC(C)[C@H](NC(=O)c1ccccc1F)C(=O)OCCN1C(=O)c2ccccc2C1=O	102	96	1	-1	3	93	102	105
O=C(Nc1nc2ccccc2[nH]1)c1cccc(Cl)c1	96	97	5	44	7	101	99	88
Cc1ccccc1-c1nc(-c2ccccn2)no1	92	98	-13	29	-5	94	93	87
O=C(NCc1ccc(Cl)cc1)c1ccc2ccccc2n1	99	101	-1	9	-3	104	92	105
COc1ccc(C2NC(c3ccc(OC)c(OC)c3OC)C(C)C(=O)C2C)c(OC)c1OC (configuration not stated)	104	102	10	3	-12	103	92	95
CSCCC(NC(=O)c1ccco1)C(=O)Nc1ccc(C)c(S(=O)(=O)N2CCOCC2)c1 (configuration not stated)	91	90	4	0	4	89	93	95
COc1cccc(OC)c1Nc1nc(C)nc2c1nnn2Cc1ccccc1Cl	101	100	-6	3	-6	97	96	105
CCCN(CCC)CC(O)COc1ccccc1C(=O)Nc1ccccc1 (configuration not stated)	111	107	14	1	2	104	110	113
Cc1sc2ncnc(SCC(=O)c3ccc(O)cc3O)c2c1C	101	100	1	4	2	100	103	100
CCc1c(C)sc(NC(=O)Cc2ccccc2OC)c1C(=O)N1CCOCC1	96	96	2	1	2	102	93	95
COc1ccc(-c2oc3ncn4nc(Cc5ccccc5)nc4c3c2-c2ccc(OC)cc2)cc1	91	96	-2	0	15	96	98	93
O=S(=O)(NCc1ccccc1)c1cccc2nonc12	101	105	9	-3	-4	103	104	101
NS(=O)(=O)c1ccc(CNC(=S)NC2CC2)cc1	102	98	-9	0	0	96	97	94
CCN(CC)c1ccc(NC(=O)CN(C)Cc2cccs2)cc1	100	108	-7	19	-4	107	103	99
O=C(CCC(=O)N1CCN(S(=O)(=O)c2cccc(F)c2)CC1)c1cccs1	99	92	7	-1	8	98	95	101
CCCn1c(SCC(=O)Nc2ccc(OC)cc2)nnc1-c1ccncc1	96	99	10	-8	-4	95	107	92
O=C(CN(C(=O)CNC(=O)c1cccs1)c1ccccc1)NC1CCCCC1	99	106	-4	0	-12	99	92	91
CC(=O)Nc1ccc(NC(=O)C(C)OC(=O)c2ccc3[nH]c(C)c(C)c3c2)cc1 (configuration not stated)	108	107	-8	9	16	106	108	98
CC(=O)Nc1cccc(NC(=O)C2C3C=CC(C3)C2C(=O)O)c1 (configuration not stated)	87	104	2	26	2	105	109	88
O=C(OCC(=O)C12CC3CC(CC(C3)C1)C2)c1ccc(O)cc1O	104	104	-2	3	7	101	96	109
O=C(NC(=S)Nc1ccc(Br)cn1)c1cncc(Br)c1	91	105	-3	3	2	91	91	99
CN1CCC(CO)(Cc2ccccc2)CC1	95	104	5	0	1	93	105	96
O=C1C2CCCCN2C(=O)N1CCCCN1CCN(c2ccc(F)cc2)CC1 (configuration not stated)	95	104	-3	0	1	106	106	90
CC(C)(C)c1cc(C(=O)NNS(=O)(=O)c2ccccc2)n[nH]1	94	97	1	1	-6	95	90	93
Cc1cc(C)n(C(=O)CCCCCCCC(=O)n2nc(C)cc2C)n1	104	106	-9	1	1	100	110	104
COC(=O)c1sc2nc3c(cc2c1N)CCCC3	109	104	5	3	1	92	96	126
O=S(=O)(c1ccc(=S)[nH]c1)N1CCCCCC1	103	94	-1	1	-4	100	100	97
COc1ccc(S(=O)(=O)N(CCc2ccccc2)CC(=O)N/N=C/c2ccc3c(c2)OCO3)cc1	108	105	-7	1	-4	107	104	103
(more compounds)
SMILES	AGP1-GFP MLPCN	MEP2-GFP yeast	proCasp3 act	AHR act	proCasp7 act	RPL19A TOR yeast	CIT2 TOR yeast	LAP4-GFP MLPCN
COc1ccc2c(c1OC)C(=O)OC2Nc1nc(-c2cccc([N+](=O)[O-])c2)cs1 (configuration not stated)	99	102	10	-1	0	98	103	115
CC(=O)Nc1cccc(NC(=O)c2ccccc2OCc2ccccc2)c1	104	108	0	20	-4	103	104	101
Cc1ccc(NC(=S)NCCSc2ccc(Cl)cc2)c(C)c1	94	99	-2	-2	4	99	92	94
CC(C)(C)c1ccc(C(=O)N2CCN(Cc3ccccc3)CC2)cc1	111	102	6	-2	-7	103	100	102
CN(C)/C=C/C(=O)c1ccc(Cl)c([N+](=O)[O-])c1	x	99	1	1	2	95	110	101
CN(C)c1nc2c(c(=O)n(C)c(=O)n2C)n1Cc1ccccc1	100	103	11	2	3	102	103	107
COc1cc(OC)nc(Oc2ccccc2C(=O)Oc2ccc(C)cc2)n1	101	98	5	0	2	99	101	98
COC(=O)CSc1nc(C(C)C)nc2ccccc12	89	94	0	-2	6	99	x	95
CC(C)(C)c1ccccc1NC(=O)c1c(O)c2cccc3c2n(c1=O)CC3	87	78	-7	16	-10	90	82	79

High-throughput results (PubChem BioAssay)
